CHO parental Ca – ATP-evoked calcium signal inhibitors, parental CHO, primary screen, counter-screen for OX1R antagonist project, cell-based, fluorescence, Fluo-8 calcium dye | parental CHO-K1, ATP-induced calcium, Fluo-8 fluorescence | inhibition, % at 5.6 µM | 330,000 compounds, 0.63% hits | AID 463079, 2010;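 active = inhibition above that plate's mean sample inhibition plus 3 SD, cut at about 26% in these data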;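 also: 0% = ATP-challenged DMSO wells and 100% = DMSO wells without ATP; some compounds past the cut are filed as inactive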
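material = parental CHO cells | also added = ATP as calcium-mobilizing challenge | dosing = single point at 5.6 µM | detection = intracellular calcium via Fluo-8 no-wash fluorescent dye | read-out = % inhibition | benchmarks = low control ATP plus DMSO, high control DMSO only | repeats = one well per compound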
OXTR potentiate – human OXTR potentiators, primary screen, fluorescence, CHO-OTR cells, Fluo-8 calcium. 320,000 compounds, 0.061% hits. AID 2445, 2010. Fluo-8 calcium fluorescence, potentiator mode; 0% = oxytocin EC15, 100% = EC100. activation, % at 3 µM;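 active = activation above that plate's cutoff, the mean activation of tested compounds plus 3 SD, cut at about 6.6% in these data, passing the limit was not always enough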;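 also: 100% uses oxytocin at 75 nM as the full agonist control; some results filed as inactive read as strong as hits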
Target sequence (P30559 whole entry, looked up): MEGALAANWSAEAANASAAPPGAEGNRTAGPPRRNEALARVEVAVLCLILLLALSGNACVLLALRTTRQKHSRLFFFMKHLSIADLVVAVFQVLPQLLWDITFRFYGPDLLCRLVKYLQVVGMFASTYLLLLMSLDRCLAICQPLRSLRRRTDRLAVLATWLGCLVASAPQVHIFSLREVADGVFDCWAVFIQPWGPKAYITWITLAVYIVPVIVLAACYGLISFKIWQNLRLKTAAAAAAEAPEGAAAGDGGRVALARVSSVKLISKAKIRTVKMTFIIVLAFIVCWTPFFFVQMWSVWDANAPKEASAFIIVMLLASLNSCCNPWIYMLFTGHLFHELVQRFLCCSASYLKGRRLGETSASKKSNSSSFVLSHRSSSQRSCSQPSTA
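Measured by – Fluo-8 calcium dye fluorescence · Test system – human OTR in CHO cells · Dosing – one concentration, 3.0 µM compound · Controls – EC15 oxytocin alone as 0%, 75 nM oxytocin as 100% · Evaluation – normalized max/min fluorescence ratio, % activation · Timing – 6 min pre-incubation, 100 s read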
V1R ag counter – agonists of human V1a receptor, primary screen, counter-screen for OXTR agonist project, fluorescence, CHO-V1R cells; Fluo-8 calcium fluorescence, agonist mode; 0% DMSO, 100% 3 nM vasopressin; activation, % at 3 µM; 320,000 compounds, 0.25% hits; AID 2797, 2010;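 active = activation above the mean activation of all tested compounds plus 3 SD, per screening run, cut at about 20% in these data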;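 also: signal is peak over basal fluorescence ratio across a 100 second FLIPR read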
Target sequence (P37288 whole entry, looked up): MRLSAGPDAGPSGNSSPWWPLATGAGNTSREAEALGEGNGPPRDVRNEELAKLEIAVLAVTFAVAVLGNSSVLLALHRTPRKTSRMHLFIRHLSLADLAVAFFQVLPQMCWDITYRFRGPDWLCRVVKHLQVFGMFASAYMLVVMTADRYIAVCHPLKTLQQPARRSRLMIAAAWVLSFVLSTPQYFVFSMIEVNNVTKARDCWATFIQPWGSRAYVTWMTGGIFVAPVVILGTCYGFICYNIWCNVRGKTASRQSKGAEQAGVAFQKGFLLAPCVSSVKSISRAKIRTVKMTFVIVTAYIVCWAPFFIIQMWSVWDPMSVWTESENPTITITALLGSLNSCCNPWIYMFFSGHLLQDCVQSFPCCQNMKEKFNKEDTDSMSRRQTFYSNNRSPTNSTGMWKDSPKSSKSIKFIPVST
* hit, by the source's call. A portion of the library, so the mix of outcomes need not match the whole.

SMILES	CHO parental Ca	OXTR potentiate	V1R ag counter
COc1cccc(-c2nc(Oc3cc(C)cc(C)c3)c3ccccc3n2)c1O	-5.7	-3.2	0.5
O=C1C(=O)N(CCc2c[nH]c3ccccc23)C(c2cccnc2)/C1=C(/O)c1ccccc1 (configuration not stated)	-3.7	-9.8	-0.6
O=C(N/N=C/c1ccc(N2CCCCC2)o1)C(O)(c1ccccc1)c1ccccc1	-12.2	-9.5	0.1
N#Cc1nc(-c2ccc(OCc3ccccc3Cl)cc2)oc1NCCCn1ccnc1	-37.6	-10.2	0.8
O=C(Nc1ccccc1)N1CC=C(c2ccccc2)CC1	-13.3	-8.5	-0.4
CCn1c(=O)c(C(=O)Nc2ccsc2C(=O)OC)c(O)c2ccccc21	-4.2	-2.7	1.3
CN1Cc2cc(C(=O)c3cc(Cl)cc(CSc4ncccn4)c3O)cnc2NC1=O	-24.2	-15.6	1.7
COc1ccc2c(c1)n([O-])c1c([n+]2=O)CCC1	-12.2	-5.5	-1.1
Brc1ccc(Nc2nc3ccccc3n3nnnc23)cc1	-16.9	2.5	0.2
COc1ccc(NC(=O)CCl)cn1	-4.5	-0.2	1.8
Cc1cccn2c(=O)c3cc(S(=O)(=O)c4ccccc4)c(=N)n(CC4CCCO4)c3nc12 (configuration not stated)	-3.5	0.7	0.5
CC(/C=C/c1ccccc1)=N\Nc1nc2c(c(=O)[nH]c(=O)n2C)n1CCO	-10.2	-1.2	0.3
COC(=O)C1=C(C(=O)OC)[C@@H]2N(C)c3ccc(OC)cc3[C@@]23C[C@@H](C(=O)OC)N(C(=O)c2cc(C)oc2C)C3=N1	-25.4	-3.1	-0.4
Cc1nccn1-c1c2c(c(C#N)c3nc4ccccc4n13)CCC2	-25.3	0.8	-0.2
O=C(Cc1ccccc1[N+](=O)[O-])OCc1cccc([N+](=O)[O-])c1	-2.4	-24.4	-0.4
C#CCOCCOCCOCCNc1nc(N2CCN(C(=O)CCCCCCCCCCNC(=O)[C@H]([C@@H](C)CC)n3cc(CCCCN=C(N)N)nn3)CC2)nc(N2CCN(C(=O)CCCCCCCCCCNC(=O)[C@H](CCCCN)n3cc(C)nn3)CC2)n1	-3.4	-7.8	2.6
O=c1c2c3c(sc2nc2sc(CN4CCCCC4)cn12)CCCC3	-12.8	-10.4	0.4
CCc1ccc(-c2cc(C(=O)NCCCn3ccnc3)c3ccccc3n2)s1	-21.1	-0.2	0.1
CCCCOC(=O)c1sc2nc(C)cc(C)c2c1N	-22.8	-4.8	-1.5
Cc1ccc(N2C(=O)c3cccc4c(N5CCN(C)CC5)ccc(c34)C2=O)c2cccnc12	0.7	-10.2	6.1
CCC(C)[C@H]1CN=C(N)N1CC1CCCCC1 (some centres not stated)	-12.4	-1.4	0.2
Cc1nc(NC(=O)c2ccccc2)sc1-c1csc(Nc2cccc(F)c2)n1	-0.2	-8.4	1.9
CC1=NNC(=O)C1C(c1ccccc1)C1C(=O)NN=C1C (configuration not stated)	-3.0	-2.7	0.2
CCNC(=S)N/N=C/c1sccc1C	12.5	-22.6	0.1
CC(=O)Nc1ccc(OS(=O)(=O)c2ccc(C(C)(C)C)cc2)cc1	-10.5	-16.4	3.2
More structures:
SMILES	CHO parental Ca	OXTR potentiate	V1R ag counter
Cc1cc(NC(=O)CN2CCCCC2C)nc2c1c(=O)oc1ccccc12 (configuration not stated)	-6.2	-4.5	0.3
COC(=O)c1sc2ncn(N)c(=O)c2c1C	-3.2	-7.5	-0.6
CCOC(=O)CC(NC(=O)Cn1nnc(-c2ccccc2C)n1)c1ccc(OC)cc1 (configuration not stated)	-16.0	-20.1	14.7
CCCCC1=CC2=CC(=O)C(C)(OC(=O)c3ccco3)C(=O)C2=CO1 (configuration not stated)	-24.2	-2.0	0.8
COCCNC(=O)CNC(c1ccccc1)c1ccccc1	10.2	-4.4	-0.1
CNC[C@H]1Oc2ccc(NC(=O)Nc3ccc(OC)cc3)cc2C(=O)N([C@@H](C)CO)C[C@H]1C	-3.1	-0.3	1.7
O=C(CSc1ccc(-c2cccs2)nn1)NCc1ccccc1Cl	-18.4	-8.5	-1.5
C#CCOCCOCCOCCNc1nc(N2CCN(C(=O)CCCCCCCCCCNC(=O)[C@@H](CCSC)n3cc(CCO)nn3)CC2)nc(N2CCN(C(=O)CCCCCCCCCCNC(=O)[C@H]([C@@H](C)CC)n3cc(CCCCCN)nn3)CC2)n1	-13.2	-6.5	2.8
CCOc1cccc2cc(-c3csc(NC(=O)CCC(=O)NCCCN4CCC(C)CC4)n3)c(=O)oc12	-14.2	-4.8	-0.3
C#CCOCCOCCOCCNc1nc(N2CCN(C(=O)CCCCCCCCCCNC(=O)[C@H]([C@@H](C)CC)n3cc(CCCCN=C(N)N)nn3)CC2)nc(N2CCN(C(=O)CCCCCCCCCCNC(=O)[C@H](CCCCN)n3cc(C[C@@H](C)CC)nn3)CC2)n1	12.0	-10.8	0.1
CCN(C(=O)c1cc2ccccc2o1)C12CC3CC(CC(C3)C1)C2	-0.5	-10.2	-0.8
COC(=O)CCCC1=CC2=CC(=O)C(C)(O)C(=O)C2=CO1 (configuration not stated)	-4.4	-6.6	0.4
O=C(COC(=O)c1c(F)cccc1F)c1ccc[nH]1	-7.0	-4.8	0.6
CCOC(=O)c1sc(NC(=O)CSc2nc3ccccc3s2)c(C(=O)OCC)c1C	-5.4	-5.1	-0.6
COc1ccc(C2C=C(c3ccc(Br)cc3)Nc3nc(NS(C)(=O)=O)nn32)cc1 (configuration not stated)	5.0	-8.4	23.5*
C#CCOCCOCCOCCNc1nc(N2CCN(C(=O)[C@H]([C@@H](C)CC)n3cc([C@@H](N)Cc4ccc(O)cc4)nn3)CC2)nc(N2CCN(C(=O)[C@H](Cc3cc4ccccc4[nH]3)n3cc([C@@H](N)C(C)CC)nn3)CC2)n1 (some centres not stated)	10.4	-4.3	0.7
COc1ccc(CCNc2cc(N3CCN(C(=O)c4ccc(C)cc4)CC3)ccc2[N+](=O)[O-])cc1OC	-24.2	2.4	0.4
COc1ccccc1NC(=O)c1c(N=Cc2ccccc2O)cnn1C	-22.4	-0.6	0.2
C#CCOCCOCCOCCNc1nc(N2CCN(C(=O)CCCCCCCCCCNC(=O)[C@H](CCCN=C(N)N)n3cc(C[C@@H](C)CC)nn3)CC2)nc(N2CCN(C(=O)CCCCCCCCCCNC(=O)[C@@H]([C@H](C)CC)n3cc(CCCCCN)nn3)CC2)n1	29.7	2.8	0.1
CN(C)c1ccc(/C=N/NC(=O)c2ccc(CN3C(=O)c4cccc5cccc3c45)cc2)cc1	-8.9	-5.5	-0.5
Cc1ccc(-c2ccc(/C=C(\C#N)C(=O)Nc3cc(C)nn3-c3ccccc3)o2)cc1	-15.4	1.0	-0.1
CC(C)N(C(=S)NC1CCCCC1)c1ccccc1	-11.1	-8.1	-0.2
COC(=O)CN1C(=O)[C@H]2[C@@H](/C=C/c3ccccc3)N3C(=O)CN(Cc4ccccn4)C(=O)[C@@]3(Cc3ccccc3)[C@H]2C1=O	-16.6	5.0	1.5
Cc1ccccc1Cn1c(CN2CCN(c3ccc(F)cc3)CC2)nc2c1c(=O)n(C)c(=O)n2C	-6.3	-8.6	-0.9
COC(=O)[C@@]12OC[C@]34[C@H]([C@@H](O)[C@@H]1O)[C@@]1(C)C(=O)C(O[C@@H]5OC(CO)[C@@H](O)[C@@H](O)[C@@H]5O)=C[C@@H](C)[C@@H]1C[C@H]3OC(=O)[C@H](OC(=O)/C=C(\C)C(C)(C)OC(C)=O)[C@@H]24 (some centres not stated)	-6.9	-5.6	1.3

Laid out differently: 10 of the compounds above.
molecule,CHO parental Ca,OXTR potentiate,V1R ag counter
COc1cccc(-c2nc(Oc3cc(C)cc(C)c3)c3ccccc3n2)c1O,-5.7,-3.2,0.5
O=C1C(=O)N(CCc2c[nH]c3ccccc23)C(c2cccnc2)/C1=C(/O)c1ccccc1 (configuration not stated),-3.7,-9.8,-0.6
O=C(N/N=C/c1ccc(N2CCCCC2)o1)C(O)(c1ccccc1)c1ccccc1,-12.2,-9.5,0.1
N#Cc1nc(-c2ccc(OCc3ccccc3Cl)cc2)oc1NCCCn1ccnc1,-37.6,-10.2,0.8
O=C(Nc1ccccc1)N1CC=C(c2ccccc2)CC1,-13.3,-8.5,-0.4
CCn1c(=O)c(C(=O)Nc2ccsc2C(=O)OC)c(O)c2ccccc21,-4.2,-2.7,1.3
CN1Cc2cc(C(=O)c3cc(Cl)cc(CSc4ncccn4)c3O)cnc2NC1=O,-24.2,-15.6,1.7
COc1ccc2c(c1)n([O-])c1c([n+]2=O)CCC1,-12.2,-5.5,-1.1
Brc1ccc(Nc2nc3ccccc3n3nnnc23)cc1,-16.9,2.5,0.2
COc1ccc(NC(=O)CCl)cn1,-4.5,-0.2,1.8

(more compounds)
SMILES	CHO parental Ca	OXTR potentiate	V1R ag counter
Cc1ccc(C)n1-c1ccccc1N	-13.0	-11.0	0.8
CC(O)c1cccc(NC(=O)Cc2cccc3ccccc23)c1 (configuration not stated)	13.3	-6.5	-0.7
COc1cccc(C(=O)NN2CC(O)=C(c3nc4ccccc4n3C)C2=N)c1	-12.8	-1.6	0.4
CCCCOC(=O)NS(=O)(=O)c1sc(CC(C)C)cc1-c1ccc(Cn2c(CC)nc3c(C)cc(C)nc32)cc1	-12.8	-8.0	1.9
C#CCOCCOCCOCCNc1nc(N2CCN(C(=O)[C@H]([C@@H](C)CC)n3cc([C@@H](N)CC(C)C)nn3)CC2)nc(N2CCN(C(=O)[C@H](Cc3cc4ccccc4[nH]3)n3cc([C@@H](N)Cc4ccc(O)cc4)nn3)CC2)n1	-2.4	-9.0	2.0
Cc1ccccc1Nc1nc(-c2sc(NC(=O)c3ccc([N+](=O)[O-])cc3)nc2C)cs1	-7.3	-1.7	0.7
COC(=O)[C@@H]1CC[C@H](C)[C@@H](c2ccc(C)cc2)N1C(=O)c1ccc(/C=N/O[C@@H](C)c2cn([C@H](CO)Cc3ccccc3)nn2)cc1	-9.8	-9.9	1.3
O=c1cc(-c2ccc(F)cc2F)[nH]c2ccccc12	0.6	-11.8	0.6
COc1ccc2cc(/C=N/NC(=O)CN(c3ccccc3)S(=O)(=O)c3ccccc3)c(Cl)nc2c1	-19.8	-4.9	0.2
Cc1ccc(-c2nnc(SCC(=O)n3c4c(c5ccccc53)CCCC4)o2)cc1	-2.6	0.2	0.1
Cc1cc(C)nc(/N=C(\N)Nc2ccc(S(=O)(=O)Nc3nc(C)cc(C)n3)cc2)n1	-15.7	-1.3	0.5
O=C(CSc1nnc(-c2ccc3c(c2)OCCO3)o1)NC1CCCCC1	-7.9	-8.1	-0.4
Cc1ccc(-c2nn(-c3ccccc3)cc2C(=O)O)o1	-4.9	-8.1	-0.3
CC(C)=CCC12Oc3cc(O)ccc3C1(O)Oc1cc3c(c(O)c1C2=O)C=CC(C)(C)O3 (configuration not stated)	44.4*	-5.1	0.7
CC(c1ccccc1)C(Cc1nc2ccccc2[nH]1)c1nc2ccccc2[nH]1 (configuration not stated)	6.3	-10.2	1.6
COc1ccc(-n2c(C)nc3sc4c(c3c2=O)CCCC4)cc1	-13.3	-1.4	-1.3
COc1cccc(C2C3=C(N=c4s/c(=C\c5ccc(OCC(=O)O)cc5)c(=O)n42)c2ccccc2CC3)c1 (configuration not stated)	-8.4	-21.9	-1.1
C=CCn1c(SCc2nc3ccccc3c(=O)[nH]2)nc2sc3c(c2c1=O)CCCC3	-13.1	-7.1	1.6
COC(=O)N[C@H](CC(C)=O)c1ccccc1	-8.3	3.0	0.7
O=C(Cc1cccs1)Nc1ccccc1-c1nc2ccccc2[nH]1	-10.9	-3.4	0.5
COc1ccc(C(=O)CC(c2ccccc2)S(=O)(=O)c2ccc(C)cc2)cc1 (configuration not stated)	0.1	3.8	-0.1
Fc1ccccc1/C=N/Nc1nc(-c2ccccn2)nc2ccccc12	10.3	-3.2	0.9
CCN1C(=O)/C(=c2\s/c(=C3\Sc4ccccc4N3C)c(=O)n2C)N(C)C1=S	-6.3	-4.6	-0.3
COc1ccc(OC)c(N2C(N)=C(C#N)C(c3ccc(OC)c(O)c3)C3=C2CC(C)(C)CC3=O)c1 (configuration not stated)	-2.3	1.0	0.8
O=C(N/C(=C/c1cn(-c2ccccc2)nc1-c1ccccc1)C(=O)N1CCOCC1)c1ccccc1	1.9	-1.6	0.2
Cc1sc(/N=C/c2ccccc2O)c(C#N)c1C	2.2	-4.3	1.3
COc1ccccc1N1CCN(C(=O)c2ccc3c(c2)NC(=O)C(CSCc2ccccc2C)N3)CC1 (configuration not stated)	-17.6	-0.2	-0.3
Nc1ccc(Sc2cc(Cl)nc(N)n2)cc1	10.7	-3.8	-0.7

Screening results from PubChem BioAssay.
